PLC-beta3 inh – inhibitors of human phospholipase C beta3; Q01970; Purified PLC-beta3, fluorogenic substrate, fluorescence; inhibition, % at 12.2 µM; 0.18% of 370,000 active; in the data active = inhibition above about 11%;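 also: 0% = median of compound wells on plate and 100% = full blocker control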
Target sequence (Q01970 whole entry, looked up): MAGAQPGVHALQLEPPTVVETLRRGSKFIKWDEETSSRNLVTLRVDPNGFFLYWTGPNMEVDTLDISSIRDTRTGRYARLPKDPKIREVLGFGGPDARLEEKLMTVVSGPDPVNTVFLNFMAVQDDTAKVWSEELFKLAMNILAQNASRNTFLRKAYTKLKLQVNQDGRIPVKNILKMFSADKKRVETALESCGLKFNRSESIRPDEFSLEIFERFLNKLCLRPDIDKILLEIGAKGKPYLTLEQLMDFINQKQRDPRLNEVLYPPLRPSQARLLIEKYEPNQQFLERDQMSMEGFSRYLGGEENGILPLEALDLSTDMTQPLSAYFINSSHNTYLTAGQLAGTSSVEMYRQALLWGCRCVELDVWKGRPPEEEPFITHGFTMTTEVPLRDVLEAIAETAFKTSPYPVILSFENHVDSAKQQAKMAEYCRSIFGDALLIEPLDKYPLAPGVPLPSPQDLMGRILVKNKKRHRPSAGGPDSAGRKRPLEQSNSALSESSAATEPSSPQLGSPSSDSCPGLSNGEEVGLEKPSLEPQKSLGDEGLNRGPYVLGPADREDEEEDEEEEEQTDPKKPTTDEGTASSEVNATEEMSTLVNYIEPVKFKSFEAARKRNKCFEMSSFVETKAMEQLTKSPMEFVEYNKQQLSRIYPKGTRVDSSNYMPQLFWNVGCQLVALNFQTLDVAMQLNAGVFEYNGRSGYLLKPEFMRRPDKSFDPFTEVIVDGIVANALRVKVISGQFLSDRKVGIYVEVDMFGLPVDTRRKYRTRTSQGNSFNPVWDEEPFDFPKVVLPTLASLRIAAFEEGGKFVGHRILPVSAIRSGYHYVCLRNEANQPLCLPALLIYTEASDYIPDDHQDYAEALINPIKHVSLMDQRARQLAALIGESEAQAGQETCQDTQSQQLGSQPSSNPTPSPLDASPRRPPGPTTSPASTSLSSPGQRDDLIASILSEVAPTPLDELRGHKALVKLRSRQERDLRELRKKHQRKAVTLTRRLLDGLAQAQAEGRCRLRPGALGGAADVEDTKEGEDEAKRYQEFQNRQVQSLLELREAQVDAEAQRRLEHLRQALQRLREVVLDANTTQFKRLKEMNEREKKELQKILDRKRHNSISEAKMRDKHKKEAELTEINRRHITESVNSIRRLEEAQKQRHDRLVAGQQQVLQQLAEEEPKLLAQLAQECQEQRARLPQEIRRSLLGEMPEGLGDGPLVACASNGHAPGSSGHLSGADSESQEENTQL
hgDAF12 agonist – activates the H. glycines DAF-12 receptor ligand-binding domain | HEK293 GAL4-hgDAF12 UAS-luciferase reporter, agonist luminescence; normalized to butyrate control | activation, % at 6.8 µM | 1.8% of 370,000 active | AID 687014;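 active = activation above a cutoff set at the mean of all screened compounds plus 3 SD, cut at about 10% in these data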;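 also: 0% = DMSO wells and 100% = sodium butyrate wells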
DAX1 inh-1 – inhibitors of human orphan nuclear receptor DAX1 (NR0B1) | 0.99% of 340,000 active | inhibition, % at 6.75 µM | HEK293 Gal4-DAX1 luciferase reporter, luminescence | AID 504766;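 active = inhibition above the mean over all tested compounds plus 3 SD, cut at about 4.2% in these data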;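 also: 0% = DAX1-transfected cells with DMSO and 100% = empty-vector control cells with DMSO; inhibition shows as a rise in luminescence from relieved DAX1 repression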
ssDAF-12 act – activates DAF-12 receptor from parasite S. stercoralis | AID 652126 | 1% of 370,000 active | HEK293 ssDAF-12/GRIP1 lit1-tk-luc reporter, luminescence; % of 3 µM dafachronic acid response | activation, % at 6.8 µM;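 active = activation above the mean over all tested compounds plus 3 SD, cut at about 0.9% in these data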;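 also: 0% = DMSO-only wells and 100% = 3 µM delta7-dafachronic acid wells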
SMARCA2 activ – increases SMARCA2 function in MMTV reporter cells. MG213 cells, MMTV-luciferase reporter, dexamethasone, overnight. 1% of 370,000 active. activation, % at 9.1 µM; in the data active = activation above about 7.8%;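 also: 0% = vehicle wells and 100% = reference activator wells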
hcDAF-12 act – H. contortus DAF-12 activation, primary screen. activation, % at 6.8 µM. AID 652067. HEK293 hcDAF-12 lit1-tk-luc reporter, luminescence; 0% DMSO, 100% Δ7-dafachronic acid. 1.4% of 370,000 active;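 active = activation above the mean of all tested compounds plus 3 SD, cut at about 5.5% in these data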;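 also: 100% = response to 3 µM Δ7-dafachronic acid high control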
ADAM17 inh – inhibitors of human ADAM17. P78536. recombinant ADAM17, EDANS/DABCYL FRET peptide cleavage. inhibition, % at 6.95 µM. 0.83% of 370,000 active. AID 720648;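 active = inhibition above the mean of compounds lying between control limits plus 3 SD, set per campaign, cut at about 8.5% in these data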;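 also: 0% = DMSO-only wells as the low control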
PLCg1 inh – PLC-gamma1 (human) inhibition, primary screen | 0.84% of 370,000 active | inhibition, % at 12.2 µM | purified PLC-gamma1, fluorogenic substrate, fluorescence | P19174; in the data active = inhibition above about 9.5%
Rev-erbA mod – Rev-erb alpha (human) modulation. AID 1259318. 0.79% of 370,000 active. Rev-erbα–FITC-DNA binding, fluorescence polarization, 90 min. P20393. activity, % at 10 µM;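 active = activity above about 14%, limit read from the data; passing the limit was not always enough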;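 also: 0% = DMSO wells with 35 nM protein and 100% = DMSO wells with 750 nM protein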
MBD2 DNA inh – blocks human MBD2 binding to methylated DNA; inhibition, % at 4.4 µM; TR-FRET, MBD2 binding to methylated oligonucleotide; 0.31% of 370,000 active; Q9UBB5; in the data active = inhibition above about 13%
DAX1 inh-2 – blocks DAX1 repression of SF-1 activated StAR promoter | 1.1% of 370,000 active | HEK293T StAR-luciferase reporter, SF-1/DAX-1 repression relief | AID 652010 | inhibition, % at 6.8 µM;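 active = inhibition above the mean over all tested compounds plus 3 SD, cut at about 3.6% in these data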;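 also: 0% = DAX-1 cells with DMSO and 100% = cells lacking DAX-1 with DMSO; higher inhibition means more luminescence from relief of DAX-1 repression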
An asterisk follows results filed as active; . = no result given.

Compound	PLCg1 inh	SMARCA2 activ	hgDAF12 agonist	ssDAF-12 act	ADAM17 inh	DAX1 inh-2	MBD2 DNA inh	Rev-erbA mod	hcDAF-12 act	DAX1 inh-1	PLC-beta3 inh
Cc1ccc(NC(=O)CCC(=O)OCCCC(F)(F)C(F)(F)F)cc1	0	0	-1.0	-1.5	-3	-0.6	2	1	-0.8	-0.9	-2
CCCC(=O)N(Cc1cc(=O)[nH]c2ccccc12)c1ccccc1OC	-5	0	0.7	-0.8	-2	-0.2	-2	-1	3.1	1.0	-18
C=CCn1c(CCNC(=O)c2ccccc2F)nnc1SCc1nc2ccccc2c(=O)[nH]1	0	-4	-0.3	-0.9	-3	-0.3	-8	-5	0.3	0.3	0
COC(=O)N1C[C@H](OCc2ccccc2)[C@H]2C[C@@H]1c1ccccc1O2	4	-5	-3.2	-0.9	5	-0.5	-4	4	-2.6	.	0
O=C(Cn1cc(S(=O)(=O)Cc2cccc([N+](=O)[O-])c2)c2ccccc21)N1CCOCC1	4	0	4.7	-0.5	-2	-1.8	5	-4	0.1	-0.6	-6
O=C(COc1cc(F)ccc1[N+](=O)[O-])Nc1ccc(N2CCCCC2)cc1	2	-2	-2.1	-1.3	-3	-2.1	4	5	-1.3	-2.5	1
Cc1cc(C)c(S(=O)(=O)Nc2ccc3c(c2)CCC3)c(C)c1	13*	-2	-3.4	-1.4	13*	-1.0	-8	1	-2.7	0.3	4
CC(C)CNC(=O)CSc1nnc2ccccn12	0	-2	-0.2	-0.8	-4	0.2	2	7	1.6	-1.2	-8
O=S(=O)(NC1CC2CCC1C2)c1ccc2c(c1)OCCO2 (stereo not drawn)	-3	-3	-0.6	-1.2	-2	0.3	4	-1	-0.3	0.5	2
Cc1cc(Br)ccc1NC(=O)CN(C)C(=O)COc1cccc2c1OC(C)(C)C2	-2	0	-2.5	-0.6	-1	-0.1	1	3	-0.3	0.6	1
O=C(O)CC/C(=N/NC(=O)c1cn(-c2ccccc2)nc1-c1ccccc1)C(=O)O	-3	1	-3.5	-0.9	-1	-0.2	2	4	-0.1	-0.2	-3
CCOC(=O)CC1=NN(c2ccccc2)C(=O)/C1=C\c1ccc(OC)cc1OC	-3	0	2.1	0.6	3	-0.1	-9	1	1.0	1.0	0
O=C(NCc1cccs1)c1cc(-c2ccc(O)cc2)on1	-6	1	15*	-0.8	0	2.6	0	-5	4.2	5.7*	-10
CS(=O)(=O)N1CCN(C(=O)Cc2ccccc2)CC1	2	3	0.1	-1.1	-7	0.9	4	1	1.3	0.0	-2
CCCSc1nnc(Cn2c(=O)sc3ccccc32)n1C	-2	-2	-1.4	-1.2	-5	1.0	2	0	-1.1	1.8	-4
COc1cccc(CN2CCC(C(=O)Nc3ccc(-c4cccc(C)c4)cc3)CC2)c1O	7	-5	-3.8	-1.9	6	-0.8	9	5	-1.5	-1.7	-11
O=C1C2CC=CCC2C(=O)N1n1cnnc1 (stereo not drawn)	3	3	-0.7	-2.0	-4	0.8	7	-4	-1.4	0.2	-1
COc1ccc(Cc2nnc(NC(=O)c3ccccc3Cl)s2)cc1OC	0	-3	-1.9	-1.0	-1	-0.8	5	5	-1.5	-1.4	-6
CCN(C(=O)CN1C(=O)c2ccc([N+](=O)[O-])cc2C1=O)C1CCCCC1	-3	-1	-0.2	-0.6	-3	0.4	-2	4	-0.2	0.5	-6
COc1cc(SC)ccc1C(=O)OCC(=O)N1CC(=O)Nc2ccccc21	1	0	1.6	-0.8	-7	-0.7	-1	1	-0.8	-0.2	-3

Structures above that have an NH in an aromatic ring:
Compound	PLCg1 inh	SMARCA2 activ	hgDAF12 agonist	ssDAF-12 act	ADAM17 inh	DAX1 inh-2	MBD2 DNA inh	Rev-erbA mod	hcDAF-12 act	DAX1 inh-1	PLC-beta3 inh
CCCC(=O)N(Cc1cc(=O)[nH]c2ccccc12)c1ccccc1OC	-5	0	0.7	-0.8	-2	-0.2	-2	-1	3.1	1.0	-18
C=CCn1c(CCNC(=O)c2ccccc2F)nnc1SCc1nc2ccccc2c(=O)[nH]1	0	-4	-0.3	-0.9	-3	-0.3	-8	-5	0.3	0.3	0

(continued)
Compound	PLCg1 inh	SMARCA2 activ	hgDAF12 agonist	ssDAF-12 act	ADAM17 inh	DAX1 inh-2	MBD2 DNA inh	Rev-erbA mod	hcDAF-12 act	DAX1 inh-1	PLC-beta3 inh
O=C(Nc1nc(-c2nc3ccccc3s2)cs1)C1COc2ccccc2O1 (stereo not drawn)	-16	0	3.0	-1.0	-7	1.0	5	-4	3.6	2.0	-19
C/C(=N\NC(=O)C1CC1)c1ccc(C(C)(C)C)cc1	1	2	4.9	-1.4	-5	1.0	3	2	-1.5	0.6	-8
Cc1ccnc(Sc2ccc([N+](=O)[O-])cn2)n1	1	-1	1.6	-0.7	-1	-0.1	2	-2	-1.8	1.8	2
O=P(CCN1CCCCC1)(c1ccccc1)c1ccccc1	-2	-3	1.6	-1.3	-6	0.0	6	-2	-1.9	0.4	1
CC1CCN(c2ccc([N+](=O)[O-])c(SCCO)c2)CC1	1	-4	2.0	-2.1	-2	-0.2	0	2	1.1	.	-3
COc1ccc(OC)c(NC(=O)Cn2c(-c3ccc(Cl)cc3)noc2=O)c1	3	0	0.9	-1.8	0	-0.3	2	-5	-0.5	0.3	4
Cc1nc(C(=O)Nc2ccc(F)cc2)nn1-c1ccc([N+](=O)[O-])cc1	1	-1	1.3	-1.1	-2	-0.7	-3	0	-1.3	-0.5	2
N#Cc1ccc(Oc2ccc(/C=N/O)cn2)cc1	2	2	1.4	-1.1	-5	1.1	1	0	-1.2	-1.5	-2
Oc1ccccc1OCc1nc2ccccc2s1	5	7	11*	1.4*	3	2.9	-5	10	7.1*	2.4	6
CCOC(=O)/C(=N/Nc1ccccc1)Sc1nnc(CCc2ccccc2)n1-c1ccccc1	-1	0	0.4	-2.0	5	-0.5	-1	3	0.3	-0.4	0
C=CCN1C(=O)/C(=C/c2ccc(OC)cc2)S/C1=N/c1nccs1	1	10*	0.5	-1.9	-2	-0.2	3	-4	-0.3	0.1	1
COc1cc2nc(N(CCCN(C)C)C(=O)c3ccc(C(=O)c4ccccc4)cc3)sc2cc1OC	4	5	-0.8	-1.2	3	0.6	-3	-7	-1.7	-0.4	-2
CC(=O)c1c(C)[nH]c(C(=O)Nc2ccccc2Cl)c1C	3	4	4.4	-0.3	0	0.2	-5	1	3.3	-0.2	-2
Cc1c(C(=O)N2CCCC2)c(S(=O)(=O)NCC(C)c2ccccc2)c(C)n1C (stereo not drawn)	-1	0	2.2	-1.4	-2	-0.3	1	-7	0.2	-0.1	-3
Cc1ccc2c(c1)NC(=O)c1cccc([N+](=O)[O-])c1CO2	0	-2	1.1	-1.7	-3	0.4	6	-6	1.7	.	-8
Cc1ccc(OCc2nnc(SCC(=O)Nc3ccccc3-c3ccccc3)n2Cc2ccco2)cc1	-2	-3	1.8	-0.9	8	-2.3	1	1	-2.8	.	0
Cc1nnc(SCC(=O)NN2C(=O)NC3(CCCCC3)C2=O)s1	4	-4	-0.5	-0.7	-3	-0.7	8	-1	-1.4	0.2	-1
CCn1c(Cc2ccccc2)nnc1SCC(=O)N1CCCCC1	-2	4	2.6	-1.2	-1	0.0	-7	-4	-1.0	-1.1	-1
C#CCSc1nnc(-c2ccc(OC)cc2)o1	4	6	11*	0.2	-4	2.2	7	6	2.8	4.5*	8
COc1ccc(C)cc1S(=O)(=O)N(CC(=O)N1CCCC1)c1ccc(C)cc1	-1	0	-2.0	-1.2	0	-1.1	5	-3	-0.8	0.2	-3
CC1(C)CC(NS(=O)(=O)c2cccc3ccccc23)CC(C)(C)N1	1	3	3.6	-0.9	-3	0.9	-4	-2	-1.4	0.8	-3
CCCCCCCCS(=O)c1sc2nc(C)cc(C)c2c1N (stereo not drawn)	-30	0	-1.7	-1.1	1	0.2	-4	19	0.5	-1.3	-43
NC(=O)c1cccnc1Oc1ccc(Cl)cc1Cl	2	-5	0.2	-0.8	0	-0.4	-5	3	-0.9	0.5	-3
CC(=O)C1=C(C)NC(=S)NC1c1ccc(F)cc1 (stereo not drawn)	3	0	0.4	-0.3	-2	1.5	-1	-2	-0.3	.	2
CCc1ccc(NC(=O)CSc2nnc(Cc3cccn3C)n2-c2ccc(F)cc2)cc1	-1	1	2.0	-0.3	0	-0.5	0	0	-0.9	3.5	1
C=CCn1c(SCCC)nc(O)cc1=O	-1	-1	-0.8	-1.6	-1	0.1	2	4	-0.8	-0.3	1
CCOC(=O)N1CCN(C(=O)Cn2c(C)cc3ccccc3c2=O)CC1	-3	-7	-1.5	-0.9	-14	0.3	2	-6	-1.4	1.3	-3
CCCOC(=O)c1ccc(NC(=O)c2ccccc2OC)cc1	1	2	4.3	-1.0	1	0.6	0	0	1.1	0.4	0
CCOC(=O)c1cccc(NC(=S)N2CCN(c3ncc4c(=O)c(C(=O)O)cn(CC)c4n3)CC2)c1	-2	-2	-4.2	-0.8	-3	-0.3	-2	-2	-2.0	0.3	1
CCCSc1nnc(CN2CCOCC2)n1C	4	2	2.8	-1.6	-2	0.1	-1	1	-2.0	0.8	4
COC(=O)c1ccc(NC(=O)C(=O)N2CCN(C(=S)Nc3cccc(OC)c3)CC2)cc1	1	-2	-2.6	-1.4	-1	0.0	-4	4	-2.0	-1.5	-1
CCS(=O)(=O)c1ccc(O)c(NC(=O)Nc2ccc(C(C)(C)C)cc2)c1	-2	-3	-1.0	-1.8	-7	-0.1	2	2	-1.3	-0.3	-7
COc1ccc(OC)c(S(=O)(=O)n2cnc3cc(C)c(C)cc32)c1	3	1	-0.8	-1.6	2	-0.1	4	1	-2.5	1.2	2
COc1ccc(C)cc1S(=O)(=O)N(CC(=O)Nc1cccc([N+](=O)[O-])c1)c1cc(C)cc(C)c1	-2	-1	-1.4	-1.7	-5	0.2	4	6	1.0	1.3	-1
COc1ccc(NC(=O)C(c2ccc(C)cc2)N(C)C(=O)Cc2cccs2)cc1 (stereo not drawn)	7	0	-0.6	-0.2	9.0*	0.2	-1	2	-2.1	-0.2	4
O=C(CNC(=O)C1CCCC1)Nc1ccccc1Br	3	-4	-1.6	-1.4	-2	1.2	7	4	-0.8	1.1	-6
CC1(C)Nc2ccccc2C(=O)N1c1ccccc1	-20	1	6.5	-0.6	-12	0.8	0	4	0.0	2.3	-18
Cc1cc(-c2csc(NC(=O)c3cc4ccccc4o3)n2)c(C)n1C	-82	-1	0.7	-1.2	11*	1.0	0	-3	1.5	-1.1	-100
COc1ccc(-c2cc(C(=O)Nc3cc(OC)c(OC)c(OC)c3)no2)cc1	2	-4	-1.0	-1.3	-2	-0.4	5	-8	-1.2	1.6	-6
Cc1ccc(NC(=O)c2cccc3c2C(=O)N(C2CCCCC2)C3)cc1	-2	2	0.0	-1.4	-6	0.5	8	-12	-0.4	1.1	0
Nc1ccc(Nc2ccccc2N)cc1	-25	4	-3.8	-1.4	-6	-1.2	-11	1	0.5	-0.1	-39
O=C(c1ccccc1-c1nc(-c2ccc(Cl)cc2)no1)N1CCCC1	1	1	5.1	-1.1	-2	0.7	2	2	1.2	-0.5	-1

Bioassay records (PubChem BioAssay)
